MITF inh = MITF inhibitors, primary screen, biochemical, AlphaScreen, human | Microphthalmia-associated transcription factor (Homo sapiens), O75030 | inhibition, % at 2.6 µM | AID 1259374, 2018 | AlphaScreen MITF homodimerization, bead proximity signal | actives 0.91% (n = 650,000); in the data active means inhibition above about 50%;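 further: 0% = vehicle wells with protein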
Target sequence (O75030 whole entry, looked up): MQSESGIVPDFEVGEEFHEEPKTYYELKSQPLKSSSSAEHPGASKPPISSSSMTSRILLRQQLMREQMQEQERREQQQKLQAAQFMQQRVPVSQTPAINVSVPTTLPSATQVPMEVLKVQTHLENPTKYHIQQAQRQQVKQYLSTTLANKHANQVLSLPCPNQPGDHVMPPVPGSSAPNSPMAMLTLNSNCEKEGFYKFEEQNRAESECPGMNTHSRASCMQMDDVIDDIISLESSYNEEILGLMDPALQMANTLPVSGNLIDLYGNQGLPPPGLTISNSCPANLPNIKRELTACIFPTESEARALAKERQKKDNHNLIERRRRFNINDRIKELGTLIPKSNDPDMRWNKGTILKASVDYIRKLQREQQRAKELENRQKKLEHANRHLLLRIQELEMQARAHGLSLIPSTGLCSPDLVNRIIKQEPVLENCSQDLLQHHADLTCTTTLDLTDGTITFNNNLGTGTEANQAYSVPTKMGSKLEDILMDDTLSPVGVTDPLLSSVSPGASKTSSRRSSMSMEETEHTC
TEAD-YAP block = TEAD-YAP interaction inhibition, primary screen, TEAD-YAP interaction inhibitor project, luminescence, HEK-TIYL cells. TEAD-Gal4/YAP UAS-luciferase luminescence. inhibition, % at 9.12 µM. actives 1.4% (n = 640,000); in the data active means inhibition above about 32%;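 further: 0% = median of test compound wells and 100% = reference inhibitor wells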
FBW7 act = FBW7 E3 ligase activators, primary screen, biochemical, AlphaScreen, human; actives 0.13% (n = 650,000); AID 1259310, 2017; normalized activity (activation), % at 26.1 µM; AlphaScreen FBW7–phospho-cyclin E peptide binding, activator screen; F-box/WD repeat-containing protein 7 (Homo sapiens), Q969H0; in the data active means normalized activity above about 1.9%;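 further: purified mutant Fbw7 with reduced substrate affinity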
GPR151 activ = activators of human GPR151, primary screen, cell-based, PathHunter beta-arrestin, luminescence | G-protein coupled receptor 151 (Homo sapiens), Q8TDV0 | AID 1508602, 2020 | activation, % at 11.2 µM | PathHunter beta-arrestin GPR151 cells | actives 1% (n = 650,000); in the data active means activation above about 4.9%;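 further: 0% = median of compound wells and 100% = cells with positive control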
Target sequence (Q8TDV0 whole entry, looked up): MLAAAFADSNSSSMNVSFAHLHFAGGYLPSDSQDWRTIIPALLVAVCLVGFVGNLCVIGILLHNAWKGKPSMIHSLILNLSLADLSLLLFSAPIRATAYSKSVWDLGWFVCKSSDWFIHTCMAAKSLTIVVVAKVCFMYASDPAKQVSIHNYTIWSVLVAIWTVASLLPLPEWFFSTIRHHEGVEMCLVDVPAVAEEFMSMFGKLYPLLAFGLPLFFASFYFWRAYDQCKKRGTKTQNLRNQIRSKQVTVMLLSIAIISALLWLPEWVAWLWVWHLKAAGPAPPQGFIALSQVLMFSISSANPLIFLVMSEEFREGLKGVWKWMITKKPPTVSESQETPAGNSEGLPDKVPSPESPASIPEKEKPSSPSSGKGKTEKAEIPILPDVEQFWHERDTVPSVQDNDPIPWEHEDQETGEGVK
The depositor's hits bear a star; & = joins results of further samples.

SMILES | MITF inh | TEAD-YAP block | FBW7 act | GPR151 activ
CC(C)[C@@H](Cn1nc(-c2ccc(F)c(F)c2)ccc1=O)NC(=O)c1ccccn1 | 10 | -9 | 0.1 | -0.8
COc1ccc(Nc2nc(Nc3ccc(OCCN4CCCCC4)cc3)c3[nH]cnc3n2)cn1 | 13 | 5 | -0.1 | 1.6
COc1cccc(Nc2ncnc3sc(C)c(S(=O)(=O)N4CCC(C)CC4)c23)c1 | 2 | 2 | 0.0 | 2.4
CCOC(=O)c1c(NC(=O)C23CC4CC(CC(C4)C2)C3)sc(C(=O)Nc2cc(C(F)(F)F)ccc2Cl)c1C | -8 | -27 | -0.2 | 0.1
FC(F)(F)c1ccccc1-n1c(-c2ccncc2)n[nH]c1=S | -2 | -35 | -0.1 | 1.6
CN(C)CC(C)(C)CN1C(=O)CCC1CCNCc1cccnc1 (stereo not drawn) | 9 | -2 | -0.1 | 0.2
O=C1N(Cc2ccc(F)cc2)CCN1c1ccc2c(c1)OCO2 | 4 | -32 | 0.1 | -0.4
CC(=O)C1=C(C)NC(=O)NC1c1cc(Br)ccc1OCC(N)=O (stereo not drawn) | -5 | -6 | 0.0 | 0.7
CC(=O)c1ccc(OCC(O)CN2CCC(CN3C(=O)c4cccc5cccc(c45)C3=O)CC2)cc1 (stereo not drawn) | 9 | 6 | 0.4 | 0.4
CCOC(=O)C1=C(NC(=S)NC(=O)c2ccc(Cl)cc2Cl)SC2CCCCCC12 (stereo not drawn) | 5 | 2 | -0.1 | -0.2
O=C(NCc1ccccc1)c1csc(-c2cccs2)n1 | -5 | -7 | 0.0 | -0.5
Cc1cnc(Nc2nccc3ccccc23)nc1Nc1ccc2c(c1)OCO2 | -4 | 6 | -0.3 | -0.5
CCc1c(C)sc(NC(=O)c2cc(-c3cccc(OC)c3)nc3ccccc23)c1C(=O)OC | 4 | 6 | -0.1 | 1.7
COc1ccc2nc(N3CCCC(O)C3)c(C#N)cc2c1 (stereo not drawn) | 0 | -27 | 0.0 | 2.1
O=C(NCc1ccc(C(=O)NCc2ccco2)cc1)c1ccc(Br)cc1 | -2 | 0 | -0.2 | -1.0
Cc1ccc(OCC(=O)NC(=S)N2CCCC2)cc1 | 12 | -13 | 0.7 | -0.7
O=C1OCCC1Sc1nnc(-c2ccc(Cl)cc2)o1 (stereo not drawn) | 3 | 18 | 0.1 | -2.0
COc1cccc(NC(=O)CN(C)CC(=O)Nc2ccc(C)c(F)c2)c1 | 91* | 3 | -0.3 | 0.7
CCOc1ccc(C(=O)Nc2ccc(-c3nc4cc(C)cc(C)c4o3)cc2)cc1[N+](=O)[O-] | 22 | 14 | 0.1 | 3.2
C=CCNCCC1CCC(=O)N1Cc1cccc(-n2cccn2)c1 (stereo not drawn) | 1 | 0 | -0.1 | 1.8

The last 6 entries of the part before lead into the next.
SMILES | MITF inh | TEAD-YAP block | FBW7 act | GPR151 activ
O=C(NCc1ccc(C(=O)NCc2ccco2)cc1)c1ccc(Br)cc1 | -2 | 0 | -0.2 | -1.0
Cc1ccc(OCC(=O)NC(=S)N2CCCC2)cc1 | 12 | -13 | 0.7 | -0.7
O=C1OCCC1Sc1nnc(-c2ccc(Cl)cc2)o1 (stereo not drawn) | 3 | 18 | 0.1 | -2.0
COc1cccc(NC(=O)CN(C)CC(=O)Nc2ccc(C)c(F)c2)c1 | 91* | 3 | -0.3 | 0.7
CCOc1ccc(C(=O)Nc2ccc(-c3nc4cc(C)cc(C)c4o3)cc2)cc1[N+](=O)[O-] | 22 | 14 | 0.1 | 3.2
C=CCNCCC1CCC(=O)N1Cc1cccc(-n2cccn2)c1 (stereo not drawn) | 1 | 0 | -0.1 | 1.8
O=C(Nc1ccc(Oc2ccc3ccccc3c2Cl)c(Cl)c1)c1cc(Cl)cc(I)c1O | 10 | -10 | 0.2 | -0.5
O=C(COC(=O)C1CC(=O)N(c2ccc(F)cc2)C1)c1ccccc1 (stereo not drawn) | -2 | 6 | 0.1 | -0.2
O=C1C(=O)N(CCOc2ccccc2Cl)c2ccccc21 | 5 | -4 | -0.1 | -0.7
Nc1c(C(=O)Nc2cccc(C(F)(F)F)c2)sc2nc(-c3cccs3)ccc12 | -2 | -18 | 0.2 | -1.2
COC(=O)c1ccc(N2C(=O)c3ccccc3C2=O)cc1 | -9 | 1 | 0.0 | 1.7
COCCNC(=O)/C(C#N)=C/c1c(Oc2cc(C)cc(C)c2)nc2ccccn2c1=O | 12 | 28 | -0.1 | -5.0
CS(=O)(=O)Nc1ccccc1C(=O)Nc1ccc(F)c(F)c1 | -2 | 10 | 0.0 | 1.0
CN1C(=O)CC(C(=O)O)SC1=Nc1ccc(I)cc1 (stereo not drawn) | -5 | -1 | 0.0 | 1.1
O=C(Nc1ccccc1)c1ccc(Br)s1 | -6 | -52 | 0.0 | -2.6
Nc1nonc1C(=O)N/N=C/c1ccc(I)cc1 | 0 | -19 | -0.2 | -6.3
COCCCNC(=O)Cc1c(C)nc2c(-c3ccccc3)c(C)nn2c1C | 2 | -7 | 0.2 | -0.8
Cc1cc(C)cc(NC(=O)CCN2CC(C)OC(C)C2)c1 (stereo not drawn) | 9 | 11 | 0.6 | 1.0
COC(=O)c1sc2cc(NC(=S)NNC(=O)c3ccoc3C)ccc2c1Cl | -6 | -38 | -0.1 | -0.2
COc1cccc(OCC(=O)Oc2c(Br)cc(C#N)cc2Br)c1 | -3 | -6 | -0.1 | -0.9
CC1=Nc2ccc3ccccc3c2C1(C)C | -10 | 2 | 0.1 | -2.4
Cc1nc2sccn2c1-c1csc(NCc2ccco2)n1 | -10 | 3 | -0.5 | 0.5
COC(C(=O)NNC(=S)NC(=O)c1cc2cc(Br)ccc2oc1=O)c1ccccc1 (stereo not drawn) | -2 | 0 | -0.1 | -0.7
COc1ccc(/C=C(/C#N)C(=O)Nc2cccc(F)c2)cc1 | -10 | -8 | 0.1 | -0.1
C=CCC1=C/C(=C\c2c(N)n3oc(C)cc3nc2=O)C=C(OC)C1=O | 4 | -1 | 0.1 | 1.8
O=C(O)CN1C(=O)C(=O)/C(=C(\O)c2ccc(Cl)cc2)C1c1ccc(Br)cc1 (stereo not drawn) | -1 | 7 | -0.1 | -0.6
COCCCNC(=O)c1ccccc1Nc1ccnc(Nc2ccc(N3CCOCC3)cc2)c1 | -4 | -3 | -0.5 | 1.4
COc1c(C)cc(S(=O)(=O)N2CCCCC2)c(C)c1C | 17 | 8 | 0.3 | -0.7
CCN1CCCC1CNC(=O)Cn1ncc2c1-c1cc(C)ccc1OC2 (stereo not drawn) | 2 | 2 | -0.1 | -0.5
Cc1nc(N2CCCC2C(=O)N[C@@H](C)c2ccccc2)nc2ccccc12 (stereo partly drawn) | 10 | 0 | 1.5 | 1.3
COC(=O)c1ccc(OC(=O)c2cccc(Br)c2)c(C(=O)OC)c1 | -5 | -1 | 0.2 | 1.9
O=C(Nc1ccc(O)c(-c2nc3ccccc3o2)c1)c1cc([N+](=O)[O-])ccc1Cl | -4 | 22 | 0.0 | 0.6
CCCCCC(=O)NCc1c(C(F)(F)F)nn(C)c1N1CCOCC1 | -10 | -7 | -0.2 | -1.3
Cc1ccccc1C(=O)NC(=S)Nc1ccc(-c2nc3ncccc3o2)cc1 | -16 | -6 | 0.0 | 0.2
CCc1nnc(NC(=O)C2CCC(CNc3c(N4CCCCC4)c(=O)c3=O)CC2)s1 (stereo not drawn) | 9 | -1 | 0.1 | -0.7
N=C1C(c2nc3ccccc3c(=O)[nH]2)=C(O)CN1c1ccc(Cl)cc1Cl | 12 | 7 | -0.1 | 1.6
Cc1cc(C(=O)CSc2nnc(N)s2)c(C)n1Cc1ccccc1 | 0 | -8 | -0.1 | 0.1
COc1ccc(/C(O)=C2\C(=O)C(=O)N(CCN3CCNCC3)C2c2ccc(OC)cc2)cc1 (stereo not drawn) | 5 | 0 | -0.1 | -0.7
Cc1nc2c(C(=O)NCCN3CCOCC3)c[nH]n2c(=O)c1Cl | -2 | 4 | 0.0 | -1.0
Oc1ccc(CCNc2nccc(Nc3ccncn3)n2)cc1 | 5 | -12 | -0.2 | -0.8
CCCc1ccc(-c2ccc(C(=O)Nc3ccc([N+](=O)[O-])cc3)cc2)nc1 | 6 | -8 | -0.2 | -0.8
O=C(Nc1ccc(S(=O)(=O)N2CCCC2)cc1)C(c1ccccc1)c1ccccc1 | -6 | 7 | -0.1 | 2.2
Cc1ccc2ccccc2c1CSc1nnnn1-c1ccc(C(N)=O)cc1 | -1 | -3 | -0.1 | -0.3
COc1ccc(N2CCN(C(=O)CSCc3ccc(Cl)cc3)CC2)cc1 | -2 | -1 | 0.0 | -0.4
Cc1ccc(S(=O)(=O)Nc2ccc(Cl)cc2C(=O)Nc2ccc(Cl)c(Cl)c2)cc1 | 3 | -4 | 0.1 | -0.1
CC1=C(C#N)C(c2ccc(Cl)cc2)C2=C(CCCC2=O)N1 (stereo not drawn) | 3 | 14 | 0.0 | 1.5

Some of the entries so far, with values under each structure:
Results follow in this order: MITF inh	TEAD-YAP block	FBW7 act	GPR151 activ
- Cc1nc(N2CCCC2C(=O)N[C@@H](C)c2ccccc2)nc2ccccc12 (stereo partly drawn)
    10	0	1.5	1.3
- Cc1nc2c(C(=O)NCCN3CCOCC3)c[nH]n2c(=O)c1Cl
    -2	4	0.0	-1.0

Further structures
SMILES | MITF inh | TEAD-YAP block | FBW7 act | GPR151 activ
CC1CCc2c(sc3[nH]c(=S)n(-c4ccccc4)c(=O)c23)C1 (stereo not drawn) | -6&-4 | 7&-13 | -0.2&-0.2 | 0.4&-0.5
COc1ccccc1NC(=O)COc1ccc(C(=O)NNC(=O)c2ccccc2)cc1OC | 6 | 0 | 0.0 | 0.2
NC(=O)Nc1ccc(C(=O)OCC(=O)Nc2ncc(C(F)(F)F)cc2Cl)cc1 | 10 | 0 | 0.1 | -1.1
COc1cc(/C=C2/C(=N)N3N=C(C(C)C)SC3=NC2=O)cc(Cl)c1OCCOc1cc(C)ccc1C | -1 | -14 | -0.1 | -0.3
CCOCCCNC(=O)C1CC(C(c2ccccc2)c2ccccc2)=NO1 (stereo not drawn) | -9 | -8 | -0.2 | 1.5
COC(=O)c1ccc(CSc2nncn2C)cc1 | 5 | 1 | -0.6 | 0.6
C=CCn1c(C)cc(-c2csc(NCC)n2)c1C | -9 | -3 | -0.1 | 0.5
COCCn1c(N)nc2c1c(=O)[nH]c(=O)n2C | 8 | -4 | -0.1 | -0.7
O=c1c2cnn(-c3ccc(F)cc3)c2ncn1Cc1ccc(Cl)cc1Cl | 6 | -10 | 0.0 | -0.4
CCOC(=O)Cc1csc(NC(=O)c2ccc([N+](=O)[O-])cc2[N+](=O)[O-])n1 | 3 | -5 | -0.1 | -0.3
CC(C)CC(=O)Nc1ccc(O)cc1C(=O)O | 5 | -3 | 0.0 | -1.3
COc1ccccc1N1CCN(C(=O)c2ccc(N3CC4CC(C3)c3cccc(=O)n3C4)c([N+](=O)[O-])c2)CC1 (stereo not drawn) | 0 | 11 | -0.1 | -0.1
COc1ccccc1C(C(=O)NC(C)(C)C)N(C(=O)c1csnn1)c1cccc(C)c1 (stereo not drawn) | 5 | 13 | 0.0 | 0.1
Cc1cc(C)n(-c2cc(N/N=C/c3ccc(O)cc3O)ncn2)n1 | 18 | 85* | -0.3 | 2.2
COc1ccc(S(=O)(=O)N2CCCOC2CNC(=O)C(=O)NCCO)cc1OC (stereo not drawn) | -3 | -15 | 0.0 | -0.4
Cc1oc(CC(C)C)c(C(=O)O)c1CN1CCOCC1 | -10 | -7 | -0.2 | 0.6
COc1ccc(-c2nc3ccc(C(=O)NCCCN4CCOCC4)cc3nc2-c2ccc(OC)cc2)cc1 | 3 | 4 | 0.8 | -0.2
Cc1ccc(S(=O)(=O)NC2CC(=O)N(c3cccc(F)c3)C2)cc1 (stereo not drawn) | 1 | -2 | -0.1 | -0.2
CC(NC(=O)CCc1nnc(CCc2ccccc2)o1)c1ccc(Cl)cc1 (stereo not drawn) | -4 | -5 | -0.1 | 0.3
COc1ccc(/C=C2/NC(=S)N(c3cccc(OC)c3)C2=O)cc1 | 10 | -18 | 0.0 | 0.6
CCOC(=O)C1=C(O)/C(=C/c2ccccc2)SC1=Nc1ccccc1 | 21 | -3 | 0.1 | -1.3
COc1cc(Nc2ccc3c(c2)OCCO3)ncn1 | -7 | -48 | -0.1 | -0.3
CCN(c1ccc(C)cc1)S(=O)(=O)c1nnc(NC(=O)c2ccco2)s1 | 10 | 6 | 0.0 | 0.2
CSc1ccc(Cn2nnc(C(=O)NCc3ccccc3Cl)c2N)cc1 | 18 | -3 | 0.2 | 0.6
COCCOC(=O)c1c(C)oc2c1cc(NS(=O)(=O)c1ccc(C(C)(C)C)cc1)c1ccccc12 | 12 | -3 | 0.3 | -0.5
NC(=O)CN1C(=O)CC(c2ccccc2)S(=O)(=O)c2ccccc21 (stereo not drawn) | 1 | 11 | 0.0 | 0.5
O=C1Nc2ccccc2N(O)N1c1cccc(O)c1 | 7 | -1 | -0.2 | 1.6

No new results follow: entries from further up.
SMILES | MITF inh | TEAD-YAP block | FBW7 act | GPR151 activ
CCN(c1ccc(C)cc1)S(=O)(=O)c1nnc(NC(=O)c2ccco2)s1 | 10 | 6 | 0.0 | 0.2
CSc1ccc(Cn2nnc(C(=O)NCc3ccccc3Cl)c2N)cc1 | 18 | -3 | 0.2 | 0.6
COCCOC(=O)c1c(C)oc2c1cc(NS(=O)(=O)c1ccc(C(C)(C)C)cc1)c1ccccc12 | 12 | -3 | 0.3 | -0.5

Bioassay records: PubChem, The Scripps Research Institute Molecular Screening Center

An unsorted share of the library; about 3.4% have a hit in one of these screens.
